Screening results as filed in PubChem.
TWEAK Fn14 block = inhibitors of TWEAK-Fn14 signaling, primary screen, luciferase reporter cells, uHTS; actives 2% (n = 360,000); inhibition, % at 10 µM; TWEAK-stimulated Fn14 reporter cells, luciferase luminescence, 8 h; in the data active = inhibition above about 50%
Peg3 promoter = Peg3 promoter-driven luciferase inhibitors, primary screen, cell-based, HeLa, luciferase luminescence | AID 588405, 2011 | inhibition, % at 20 µM | HeLa PEG-Prom luciferase reporter, overnight | actives 1.7% (n = 360,000);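 active = inhibition of at least 50% at 20 µM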
Shn3 3UTR inh = reduction of Shn3 3'UTR firefly luciferase signal, primary screen, Schnurri-3 inhibitor project, cell-based, Clone20 osteoblasts, set 2; Clone20 osteoblast Shn3 3'UTR firefly luciferase, 24 h; inhibition, % at 12.5 µM; actives 0.52% (n = 360,000); AID 588674, 2011;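 active = mean inhibition of at least 75% with every replicate also reaching 75%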;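 note: 0% = median of neutral control wells and 100% = pilot-screen positive control compound; some compounds past the cut are filed as inactive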
aDG glyco up = activators of alpha-DG glycosylation, primary screen, uHTS, Pro5-aDG cells, AlphaScreen | alpha-DG glycosylation AlphaScreen (IIH6); 0% Pro5, 100% B10-LARGE cell signal | actives 0.22% (n = 360,000) | activation, % at 10 µM;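 active = activation of at least 8% versus controls, or a plate z-score of at least 8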;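 note: Pro5 are CHO cells carrying HIG-tagged alpha-DG that lacks glycosylation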
MITF TRPM1 inh = inhibitors of MITF-dependent TRPM1 promoter reporter, primary screen, cell-based, SK-MEL-5, single point, luciferase; inhibition, % at 12.5 µM; AID 488899, 2010; SK-MEL-5 TRPM1 promoter luciferase, 24 h; actives 0.83% (n = 330,000);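 active = mean inhibition across replicates of 60% or more, whatever share of single replicates reaches that level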; note: values of inactives mirror those of a sister screen read the other way
NR2E3 ag-1 = inhibitors of NR2E3-RetCOR corepressor binding, primary screen, NR2E3 agonist project, biochemical, TR-FRET, GST-NR2E3, biotin-RetCOR; Photoreceptor-specific nuclear receptor (Homo sapiens), Q9Y5X4; 1536-well; inhibition of corepressor binding, % at 4.78 µM; actives 0.12% (n = 320,000); AID 2300, 2010;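 active = percent inhibition above the cutoff of mean plus 3 SD of all tested compounds, set per screening campaign, cut at about 20% in these data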;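 note: 0% = DMSO wells and 100% = biotin wells as full block of FRET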
Target sequence (Q9Y5X4 whole entry, looked up): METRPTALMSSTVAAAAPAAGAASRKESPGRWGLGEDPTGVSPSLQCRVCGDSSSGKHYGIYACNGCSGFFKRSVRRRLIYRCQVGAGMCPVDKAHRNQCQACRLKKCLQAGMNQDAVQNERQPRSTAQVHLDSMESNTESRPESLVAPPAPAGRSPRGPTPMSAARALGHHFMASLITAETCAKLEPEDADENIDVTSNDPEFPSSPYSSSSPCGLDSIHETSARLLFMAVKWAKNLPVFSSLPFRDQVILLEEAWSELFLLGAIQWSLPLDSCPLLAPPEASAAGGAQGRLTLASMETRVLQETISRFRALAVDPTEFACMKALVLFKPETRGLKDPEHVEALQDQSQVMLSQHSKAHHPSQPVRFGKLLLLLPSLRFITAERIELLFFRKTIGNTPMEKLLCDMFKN
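Test system: GST-NR2E3 and biotin-RetCOR proteins | Quantity: 1.35 nM GST-tagged NR2E3 final | Medium: Tris pH 7.5 | Also added: 7 nM biotin-RetCOR | Dosing: Compound at 4.8 µM, single dose | Timing: 5 h at 4 °C | Detection: Time-resolved FRET | Read-out basis: Percent inhibition | Benchmarks: Biotin wells as high control, 0.6% DMSO wells as low control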
iPSC survival up = enhancers of single-cell hiPSC survival, primary screen, ATPlite luminescence; 100% = ROCK inhibitor wells, 0% = DMSO; survival enhancement, % at 20 µM; actives 0.044% (n = 360,000); AID 602274, 2012; in the data active = survival enhancement above about 18%;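 note: cells exposed to compounds for 16 hours before the ATP read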
CF NFkB block = inhibitors of PAF-induced NF-kB signaling, primary screen, cell-based, GFP fluorescence, uHTS; KKLEB NF-kB-GFP reporter, GFP fluorescence overnight; inhibition, % at 5 µM; actives 0.86% (n = 360,000);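 active = at least 50% inhibition at 5 µM, scaled per plate between neutral and stimulator controls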;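 note: PAF is a Pseudomonas aeruginosa culture filtrate used as stimulus; plate controls were PAF-stimulated DMSO wells for no effect and unstimulated DMSO wells for full effect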
HIF-2a block = HIF-2a reporter inhibitors, primary screen, luminescence, 786-0 RCC cells; 786-0 RCC cells HIF-2a reporter, luciferase luminescence, overnight; inhibition, % at 18.8 µM; actives 0.72% (n = 360,000);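 active = inhibition of the luminescence signal of 40% or more relative to plate controls, in a single-dose primary screen at 18.75 µM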
NR2E3 ag-2 = NR2E3 agonists in two-hybrid cells, primary screen, cell-based, luminescence, CHO-S, Gal4-NCOR/VP16-NR2E3; Photoreceptor-specific nuclear receptor (Homo sapiens), Q9Y5X4; luciferase; inhibition of corepressor binding, % at 3.98 µM; actives 0.35% (n = 360,000); AID 602229, 2012;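 active = inhibition above the mean of all tested compounds plus 3 SD, cut at about 70% in these data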;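 note: 0% = DMSO with NR2E3 transfected cells and 100% = cells lacking NR2E3 construct; higher means lower luciferase signal from less NR2E3 corepressor binding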
KKLEB cytotox = cytotoxicity in KKLEB CF airway cells, primary screen, cytotoxicity control for CF NF-kB inhibitor project, cell-based, uHTS, fluorescence assay plates | KKLEB CF airway cells viability, ATPlite luminescence, overnight; hits give low values; cells stimulated with P. aeruginosa culture filtrate | actives 0.36% (n = 360,000) | activity change (cytotoxicity), % at 5 µM;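 active = corrected activity change at or below -50% at 5 µM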
* = called active by the depositor; . = not tested or not shown.

No. | Compound | TWEAK Fn14 block | Peg3 promoter | Shn3 3UTR inh | aDG glyco up | MITF TRPM1 inh | NR2E3 ag-1
1 | CCn1c(O)c(/C=N/N=C/c2ccccc2)c2ccc(C3=NNC(=O)CC3)cc21 | 37 | 50* | -9 | -0.6 | 2 | -5
2 | COc1ccc2nc(NC(=O)CN(c3ccc(C)cc3)S(=O)(=O)c3c(C)nn(C)c3C)sc2c1 | 25 | 3 | 24 | 0.1 | 8 | 1
3 | O=C(NCCN1CCN(c2ccccc2F)CC1)c1ccc2nc3ccccc3c(=O)n2c1 | 67* | 23 | 13 | -0.1 | 0 | .
4 | CC(C)(C)NC(=O)CSCc1c(Cl)cccc1Cl | -2 | -8 | 5 | 0.8 | -4 | -3
5 | O=C(NCC1CCCO1)C(c1cccs1)N(Cc1ccccc1)C(=O)c1ccc(-c2ccccc2)[nH]1 (centres undefined) | 21 | 0 | 54 | 0.0 | 4 | 5
6 | COC(=O)CSc1nnc(CNC(=O)c2ccccc2OC)n1C | 3 | 5 | -7 | -0.1 | 13 | 2
7 | NC(=O)c1ccsc1NC(=O)CCS(=O)(=O)c1ccc(F)cc1 | 5 | -4 | 20 | 0.8 | 5 | -2
8 | Cc1ccc(Nc2nc(C)c(CCC(C)C)c(=O)[nH]2)cc1 | 10 | -68 | -9 | 0.5 | -35 | 0
9 | Cc1cc(C)c2cc(C#N)c(NCCNC(=S)NCCCN3CCOCC3)nc2c1 | -6 | 5 | 8 | 0.5 | 17 | 1
10 | COc1cccc(C2/C(=C(\O)c3ccc4c(c3)OCCO4)C(=O)C(=O)N2c2nnc(C)s2)c1 (centres undefined) | -8 | -26 | 7 | -0.2 | 11 | 3
11 | C=CCN(CC=C)S(=O)(=O)c1ccc2nc(NC(=O)C(C)C)sc2c1 | 19 | 35 | 56 | -0.3 | 41 | 1
12 | CCOc1ccc(CCNC(=O)C2CCN(S(=O)(=O)c3ccc(C)cc3)CC2)cc1OCC | 0 | 10 | 13 | 0.0 | 10 | 0

No. | iPSC survival up | CF NFkB block | HIF-2a block | NR2E3 ag-2 | KKLEB cytotox
1 | 4.2 | -10 | 14 | -11 | 6
2 | -1.8 | -17 | 29 | -19 | 32
3 | 2.9 | 12 | -24 | -3 | -22
4 | -0.1 | 4 | -18 | -14 | -7
5 | 1.2 | 6 | 16 | -33 | 2
6 | 2.5 | 16 | 2 | 16 | 11
7 | 0.3 | 3 | 3 | 14 | 10
8 | 1.3 | -18 | -41 | 5 | -4
9 | 0.8 | -16 | 5 | 8 | 12
10 | 0.4 | -5 | -46 | -26 | 7
11 | 3.9 | 40 | 26 | -84 | -14
12 | 0.5 | 16 | 1 | -12 | -8

Three structures from above, ordered by length of the SMILES, smallest number first.
No. | Compound | TWEAK Fn14 block | Peg3 promoter | Shn3 3UTR inh | aDG glyco up | MITF TRPM1 inh | NR2E3 ag-1
4 | CC(C)(C)NC(=O)CSCc1c(Cl)cccc1Cl | -2 | -8 | 5 | 0.8 | -4 | -3
11 | C=CCN(CC=C)S(=O)(=O)c1ccc2nc(NC(=O)C(C)C)sc2c1 | 19 | 35 | 56 | -0.3 | 41 | 1
5 | O=C(NCC1CCCO1)C(c1cccs1)N(Cc1ccccc1)C(=O)c1ccc(-c2ccccc2)[nH]1 (centres undefined) | 21 | 0 | 54 | 0.0 | 4 | 5

No. | iPSC survival up | CF NFkB block | HIF-2a block | NR2E3 ag-2 | KKLEB cytotox
4 | -0.1 | 4 | -18 | -14 | -7
11 | 3.9 | 40 | 26 | -84 | -14
5 | 1.2 | 6 | 16 | -33 | 2

New compounds follow
No. | Compound | TWEAK Fn14 block | Peg3 promoter | Shn3 3UTR inh | aDG glyco up | MITF TRPM1 inh | NR2E3 ag-1
13 | CCOC(=O)C1CCN(S(=O)(=O)c2cccc3nonc23)CC1 | 0 | 0 | 4 | 0.0 | -2 | 1
14 | Cn1cc([N+](=O)[O-])cc1-c1nc2ccccc2n1C | -8 | 34 | 1 | -0.1 | 2 | 5
15 | O=C(CCCN1C(=O)c2ccccc2C1=O)NCCCN1CCOCC1 | -20 | 18 | 55 | 1.5 | 9 | 0
16 | COc1ccc(C(C)=O)cc1CSCCC(=O)O | -9 | -1 | -8 | 0.2 | 8 | -4
17 | Cn1c(=O)c(=O)n(C)c2cc(S(=O)(=O)CCC(=O)Nc3ccccc3C(F)(F)F)ccc21 | -9 | -7 | -8 | 0.1 | . | .
18 | COCCCN1C(=O)C2C(C(=O)Nc3cccc(Cl)c3)C3C=CC2(O3)C1C(=O)NC1CCCCC1 (centres undefined) | 40 | -4 | 10 | 0.1 | 12 | 1
19 | Cc1nc2ccccn2c1C(=O)NN=C1CCN(C)CC1 | 0 | 8 | 11 | -0.1 | -6 | 1
20 | CCOC(=O)C1=C(CSCC(=O)OC)NC(=O)NC1c1cc(C)ccc1C (centres undefined) | 20 | 12 | -23 | 0.2 | 3 | 1
21 | O=C(CCOc1ccccc1)OCC(=O)c1cc2ccccc2o1 | -23 | 0 | 0 | 1.3 | 5 | -3
22 | O=C(CSc1nnc(NC(=O)c2c(F)cccc2Cl)s1)Nc1ccccc1F | -48 | -27 | -32 | 0.2 | 2 | 1
23 | COCCCNCCCCOc1ccc(Br)cc1C | 0 | 14 | 3 | 3.5 | -6 | 1
24 | CC(OC(=O)Cn1c(C(F)(F)F)nc2ccccc21)C(=O)N1CCCc2ccccc21 (centres undefined) | -4 | -1 | -9 | -0.2 | 2 | 6

No. | iPSC survival up | CF NFkB block | HIF-2a block | NR2E3 ag-2 | KKLEB cytotox
13 | 1.7 | -27 | 11 | 2 | 6
14 | -0.5 | -9 | 5 | -10 | -3
15 | -1.0 | 2 | 6 | 8 | 0
16 | -1.0 | 11 | 3 | -19 | -5
17 | 7.7 | -16 | 5 | 15 | 4
18 | -0.3 | 3 | 10 | -7 | -7
19 | 2.3 | -29 | -3 | -15 | 3
20 | 9.3 | 14 | 21 | 2 | -3
21 | 1.5 | 5 | 2 | 19 | 1
22 | -0.3 | 2 | -41 | -40 | -7
23 | -1.8 | 4 | 6 | 23 | -8
24 | -2.9 | 1 | 13 | -3 | -5

Full records, looked up by structure. Values in the order: TWEAK Fn14 block, Peg3 promoter, Shn3 3UTR inh, aDG glyco up, MITF TRPM1 inh, NR2E3 ag-1, iPSC survival up, CF NFkB block, HIF-2a block, NR2E3 ag-2, KKLEB cytotox
`CC(OC(=O)Cn1c(C(F)(F)F)nc2ccccc21)C(=O)N1CCCc2ccccc21` (centres undefined) is listed as -4, -1, -9, -0.2, 2, 6, -2.9, 1, 13, -3, -5
`O=C(CCOc1ccccc1)OCC(=O)c1cc2ccccc2o1` is listed as -23, 0, 0, 1.3, 5, -3, 1.5, 5, 2, 19, 1

Continuation:
No. | Compound | TWEAK Fn14 block | Peg3 promoter | Shn3 3UTR inh | aDG glyco up | MITF TRPM1 inh | NR2E3 ag-1
25 | CCCCNC1C(CC)C(CCC)C(C#N)(C#N)C1(C#N)C#N (centres undefined) | 56* | 27 | 16 | 0.2 | 37 | -2
26 | CCOC(=O)c1c(NC(=S)Nc2ccc(Cl)cc2)sc2c1CCN(C)C2 | -39 | -42 | -14 | 0.4 | -12 | -2
27 | COCCCn1c(SCc2ccc(OC)cc2)nc2cc(OC)c(OC)cc2c1=N | -22 | 24 | 3 | 0.3 | -24 | -1
28 | COc1ccc2c(c1)O/C(=C\c1sccc1C)C2=O | -38 | -361 | -35 | -0.1 | -39 | -4
29 | C/C(Cl)=C\CSc1nnc2n(N)c(=O)c3ccccc3n12 | 0 | -8 | -12 | -0.2 | -3 | -3
30 | CCOC(=O)Cc1csc(NC(=O)CSc2nnc(C3CC3)n2C)n1 | -10 | 0 | -1 | -0.4 | 12 | 1
31 | Cc1ccnc(NC(=O)c2cccc(NC(=O)COc3ccccc3)c2)c1 | 4 | -66 | -11 | -0.1 | -17 | -4
32 | CN(CCc1ccccc1)C(=O)c1cccc(NC(=O)Cc2cccc(NC(=O)C3CCCN(C(=O)C4CCCC4)C3)c2)c1 (centres undefined) | 9 | 18 | 18 | -0.2 | 12 | .
33 | COc1ccc2c(c1)C(C)=CC(C)(C)N2S(=O)(=O)c1ccc(NC(C)=O)cc1 | 7 | 5 | 1 | 0.0 | 38 | 0
34 | CCN(CC)S(=O)(=O)c1ccc(C(=O)N(c2ccccc2)C2C=CS(=O)(=O)C2)cc1 (centres undefined) | 1 | -6 | 5 | 0.0 | 4 | 3
35 | COc1ccc(Cl)cc1NC(=O)CN(C)CC(=O)N1CC(=O)Nc2ccccc21 | 8 | 16 | 11 | 0.1 | 13 | 1
36 | COc1ccc(C(O)c2nc(-c3cccc(NC(C)=O)c3)cs2)cc1 (centres undefined) | -26 | 6 | -2 | -0.1 | . | .

No. | iPSC survival up | CF NFkB block | HIF-2a block | NR2E3 ag-2 | KKLEB cytotox
25 | -7.2 | 81* | 17 | 4 | -31
26 | 1.5 | -22 | -8 | -17 | -8
27 | 0.0 | 2 | 21 | -8 | 7
28 | 1.9 | -61 | -223 | -55 | 10
29 | -1.7 | -1 | -30 | -36 | 3
30 | -0.7 | -1 | 8 | -4 | 3
31 | -1.8 | -6 | -89 | -102 | 1
32 | -0.4 | 3 | 9 | -14 | 6
33 | 0.5 | 14 | 27 | -7 | 3
34 | 1.7 | 0 | 9 | -8 | 6
35 | 0.3 | 14 | 10 | -26 | -13
36 | -0.9 | -19 | -3 | 0 | 15

Screen by screen, from the results shown.
TWEAK Fn14 block, entries 28–31 → -38, 0, -10, 4

Next results follow:
No. | Compound | TWEAK Fn14 block | Peg3 promoter | Shn3 3UTR inh | aDG glyco up | MITF TRPM1 inh | NR2E3 ag-1
37 | C[C@@H](NC(=O)c1nc[nH]c1C(=O)NC1CCN(C(=O)OC(C)(C)C)CC1)c1ccccc1 | -12 | 31 | 3 | 0.3 | 6 | 2
38 | COCCNC(=O)COc1coc(CN2CCN(Cc3ccccc3)CC2)cc1=O | 7 | -7 | -34 | -0.2 | -4 | -1
39 | Cc1c(O)cc2c(c1O)C(=O)CC(c1ccccc1)O2 (centres undefined) | 48 | -15 | 26 | -0.3 | 49 | 1
40 | Cc1ccc2c(c1)/C(=C/c1ccccc1F)C(=O)N2 | 11 | 12 | 3 | 0.0 | -8 | 3

No. | iPSC survival up | CF NFkB block | HIF-2a block | NR2E3 ag-2 | KKLEB cytotox
37 | -2.8 | 12 | 33 | 11 | -8
38 | 0.2 | -15 | 12 | -8 | 4
39 | 2.9 | 29 | -17 | -12 | 3
40 | 0.5 | -8 | 21 | -36 | 10
